Compound activity (PubChem)
Pol beta inh: inhibitors of human DNA polymerase beta; Potency, µM (doses to about 114 µM), for inactives: at the highest dose activity change, negative = inhibition, most hits filed as inhibitors; Pol beta primer extension/strand displacement, fluorescence kinetic; AID 485314; P06746; actives 1.3% (n = 340,000); also: potency is read from the fitted curve at half-maximal effect; % is scaled to controls: 0 for no effect and ±100 for the full control effect
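Pol beta (10 nM) was preincubated with compound for 15 min at room temperature. The reaction was then started with 50 nM substrate and read immediately and after a further 10 min at room temperature.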
Apoferritin bind: candidate novel general anesthetic via apoferritin binding. P02791. apoferritin/1-aminoanthracene competitive binding, fluorescence. Potency, µM (doses to about 77.5 µM), without a hit: top-dose activity change, negative = displacement, hits mostly inhibitors. actives 0.074% (n = 350,000). AID 485281; also: potency is read from the fitted curve at half-maximal effect; % is scaled to controls: 0 for no effect and ±100 for the full control effect; nearly all actives have a fitted effect of over 20% in size
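In PBS, apoferritin at 10 uM is loaded with 1-AMA from a 50% saturated solution. After 10 min of compound exposure at ambient temperature, reduced 535 nm fluorescence indicates probe displacement.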
Pol kappa inh: inhibitors of human DNA polymerase kappa; Q9UBT6; purified Pol kappa, fluorescent DNA synthesis assay, 10 min; Potency, µM (highest dose often 107 µM), for the others: at the top dose activity, negative = inhibition, actives largely listed as inhibitors; actives 0.53% (n = 400,000); also: potency is read from the fitted curve at half-maximal effect; % is scaled to controls: 0 for no effect and ±100 for the full control effect
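Enzyme at 10 nM met test compounds for 15 min at room temperature. Substrate addition (50 nM final) began the reaction, which was monitored by fluorescence at 0 and 10 min.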
APEX1 inh: inhibitors of human APE1 endonuclease; AID 2517; Potency, µM (highest dose often 65.8 µM), without a hit: top-dose activity change, negative = inhibition, usual class: inhibitors; actives 0.35% (n = 350,000); P27695; recombinant APE1, TAMRA/BHQ-2 abasic DNA cleavage fluorescence;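 also: potency is read from the fitted curve at half-maximal effect; plate controls were vehicle for no effect and reference inhibitor for full effect; nearly all actives have a fitted effect of over 55% in size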
Target sequence (P27695 whole entry, looked up): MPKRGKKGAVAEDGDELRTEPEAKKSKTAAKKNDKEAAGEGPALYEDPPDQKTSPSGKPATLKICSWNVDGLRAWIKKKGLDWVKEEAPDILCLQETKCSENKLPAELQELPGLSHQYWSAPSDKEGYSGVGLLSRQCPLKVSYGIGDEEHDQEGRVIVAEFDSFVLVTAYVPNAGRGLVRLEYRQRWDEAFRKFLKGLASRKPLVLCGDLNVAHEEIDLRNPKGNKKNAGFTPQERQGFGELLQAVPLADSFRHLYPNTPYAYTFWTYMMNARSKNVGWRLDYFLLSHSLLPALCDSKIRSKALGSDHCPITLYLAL
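Readout is kinetic fluorescence (ex 525, em 598 nm) from cleavage of 50 nM TAMRA/BHQ-2 THF abasic duplex by 0.75 nM APE1, compound added 15 min beforehand at RT.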
POLH inh: DNA polymerase eta (human) inhibition | Q9Y253 | AID 588591 | Potency, µM (series often up to 114 µM), without a hit: at the highest dose activity change, negative = inhibition, most hits filed as inhibitors | recombinant Pol eta, fluorescent DNA replication assay | actives 1.2% (n = 390,000); also: potency is read from the fitted curve at half-maximal effect; % is scaled to controls: 0 for no effect and ±100 for the full control effect
Target sequence (Q9Y253 whole entry, looked up): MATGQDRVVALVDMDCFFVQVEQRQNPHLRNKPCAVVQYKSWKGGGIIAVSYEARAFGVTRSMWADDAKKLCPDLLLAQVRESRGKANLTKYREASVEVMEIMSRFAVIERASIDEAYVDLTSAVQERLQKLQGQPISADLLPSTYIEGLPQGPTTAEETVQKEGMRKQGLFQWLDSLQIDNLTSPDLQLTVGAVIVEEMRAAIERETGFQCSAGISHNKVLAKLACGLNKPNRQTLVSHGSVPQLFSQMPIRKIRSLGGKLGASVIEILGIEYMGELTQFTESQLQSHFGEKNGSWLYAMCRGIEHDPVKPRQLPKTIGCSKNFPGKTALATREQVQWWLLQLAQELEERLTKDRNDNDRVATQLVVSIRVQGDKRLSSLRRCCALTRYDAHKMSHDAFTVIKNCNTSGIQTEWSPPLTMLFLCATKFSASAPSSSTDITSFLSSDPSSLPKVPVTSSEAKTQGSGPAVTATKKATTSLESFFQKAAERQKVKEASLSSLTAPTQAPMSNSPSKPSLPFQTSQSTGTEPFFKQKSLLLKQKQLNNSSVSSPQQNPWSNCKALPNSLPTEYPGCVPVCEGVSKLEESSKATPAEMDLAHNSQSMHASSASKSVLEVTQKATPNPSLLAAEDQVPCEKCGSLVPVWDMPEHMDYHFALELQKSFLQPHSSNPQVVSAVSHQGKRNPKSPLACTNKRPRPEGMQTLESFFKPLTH
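Pol eta (10 nM) was preincubated with compounds for 15 min at room temperature, after which fluorescent replication substrate (50 nM final) was added to start the reaction. Fluorescence was read kinetically at 0 and 10 min.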
RXFP1 antag: RXFP1 (human) relaxin receptor antagonism. Q9HBX9. HEK293-RXFP1, relaxin-stimulated cAMP HTRF, 30 min; hits give low values. activity change, negative = inhibition, % at 57.5 µM. actives 0.59% (n = 350,000). AID 1259400;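 active = activity change of -60% or lower, but not beyond a set lower limit; inconclusive = change between -60% and -40%, or beyond the set limit; inactive = change above -40%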; also: % is scaled to controls: 0 for no effect and ±100 for the full control effect
Pol iota inh: blocks human DNA polymerase iota activity. Pol iota fluorescent replication assay, 10 min. Potency, µM (titrated, usually from 115 µM), without a hit: at the highest dose activity, negative = inhibition, usual class: inhibitors. actives 1% (n = 390,000); also: potency is read from the fitted curve at half-maximal effect
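Pol iota at 10 nM preincubated 15 min with compounds at room temperature; reaction started with fluorescent substrate, 50 nM final. Fluorescence read kinetically at 0 and 10 min; buffer-only wells as negative control.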
Tb PGK inh: T. brucei PGK inhibition | PGK/GAPDH coupled, Kinase-Glo luminescence, 60 min | AID 602233 | actives 0.043% (n = 380,000) | P07378 | Potency, µM (titrated, usually from 57.5 µM), without a hit: at the highest dose activity change, negative = inhibition, hits mostly inhibitors; also: potency is read from the fitted curve at half-maximal effect; % is scaled to controls: 0 for no effect and ±100 for the full control effect; nearly all actives have a fitted effect of over 60% in size
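Luminescent ATP detection (Kinase-Glo Plus) follows a 60-minute room-temperature incubation, with wells lacking PGK as controls. Buffer: 100 mM TEA (pH 7.6), 5 mM MgCl2, 0.01% Tween-20. Coupling enzyme GAPDH (100 nM final) supplies unstable 1,3-BPG in-well.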
BLM inh: inhibitors of human Bloom syndrome helicase BLM | P54132 | recombinant BLM DNA unwinding, fluorescence dequenching | Potency, µM (doses to about 56.1 µM), for inactives: at the highest dose activity change, negative = inhibition, hits mostly inhibitors | actives 0.2% (n = 350,000) | AID 2528;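 also: potency is read from the fitted curve at half-maximal effect; plate controls were vehicle for no effect and no enzyme for full effect; nearly all actives have a fitted effect of over 35% in size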
Numbers without * were called inactive; i = inactive; ? = inconclusive; . = no result given; & = joins results of further samples; [ ] = dose if it differs, or a comment. Unless noted, calls follow the shape of the dose curve; as a rule, active = well fitted curve in the direction sought with a large enough effect; inconclusive = small, poorly fitted or top-dose-only effect, or another doubt; inactive = no such curve, though single readings can be large; an effect the other way counts as inactive or inconclusive. This is a subset. The share of hits here may be higher or lower than overall.

1. Cc1cccc(Cc2cnc(NC(=O)C3=NCCN3)s2)c1
2. Cc1cccc(C)c1-n1ncc(C(=O)NCCN2CCOCC2)c1C1CCN(C(=O)OC(C)(C)C)CC1
3. CCOc1ccccc1N(CC)C(=O)Cn1ncc2c([nH]c3ccccc32)c1=O
4. CCNS(=O)(=O)c1ccc(OC)c(C(=O)NC2CCCCC2)c1
5. Cc1ccc(-c2nnn(CC(=O)NCC3CC3)n2)o1
6. N#CCCSc1ncnc2c1oc1ccccc12
7. COc1cccc(CN2CCN(C3CSCCSC3)CC2CCO)c1 (stereo not drawn)
8. COc1ccc(C(c2nnnn2CS(=O)(=O)c2ccc(C)cc2)N2CCN(c3ncccn3)CC2)cc1 (stereo not drawn)
assay / compound,1,2,3,4,5,6,7,8
Pol beta inh,2%,24%,-18%,-7%,19%,1%,5%,0%
Apoferritin bind,-16%,1%,-16%,-4%,-12%,?,-8%,-11%
Pol kappa inh,-14%,-3%,-4%,3%,-10%,4%,3%,-22%
APEX1 inh,-3%,.,.,4%,-5%,8%,3%,1%
POLH inh,-11%,-17%,-19%,-22%,-7%,-7%,-14%,-18%
RXFP1 antag,-17,-6,-11,6,4,10,-8,-1
Pol iota inh,121%[activator],27%,17%,13%,5%,43%,23%,-6%
Tb PGK inh,-7%,-5%,-7%,-2%,-4%,8%,-11%,-1%
BLM inh,-4%,5%,-2%,-2%,-2%,5%,3%,-4%

Record cards (already shown). Values in the order: Pol beta inh | Apoferritin bind | Pol kappa inh | APEX1 inh | POLH inh | RXFP1 antag | Pol iota inh | Tb PGK inh | BLM inh
Cc1ccc(-c2nnn(CC(=O)NCC3CC3)n2)o1 across the screens: 19% | -12% | -10% | -5% | -7% | 4 | 5% | -4% | -2%
COc1ccc(C(c2nnnn2CS(=O)(=O)c2ccc(C)cc2)N2CCN(c3ncccn3)CC2)cc1 (stereo not drawn) across the screens: 0% | -11% | -22% | 1% | -18% | -1 | -6% | -1% | -4%
N#CCCSc1ncnc2c1oc1ccccc12 across the screens: 1% | ? | 4% | 8% | -7% | 10 | 43% | 8% | 5%
CCNS(=O)(=O)c1ccc(OC)c(C(=O)NC2CCCCC2)c1 across the screens: -7% | -4% | 3% | 4% | -22% | 6 | 13% | -2% | -2%

(next part)
9. Cc1nnc(OCc2nc3ccccc3n2C)c2ccccc12
10. COc1cc(/C=N/NC(=O)c2ccc3nc[nH]c3c2)cc(OC)c1OC
11. CCOC(=O)N1CCC(N2C(=O)c3ccccc3C2Nc2ccc(S(=O)(=O)N3CCCCC3)cc2)CC1 (stereo not drawn)
12. O=C1/C(=C\c2ccc(O)c(O)c2)Oc2cc(O)ccc21
13. CCOC(=O)C1CCN(CC(=O)N2C(C)CCCC2C)CC1 (stereo not drawn)
14. CCOc1ncccc1C(=O)N1CCN(c2cccc(C)c2C)CC1
15. CCOC(=O)c1cc(C)n(CC2CCC(C(=O)Nc3ccc(OC)c(OC)c3)CC2)c1C (stereo not drawn)
16. O=C(C1=C[C@@H](c2coc3ccccc3c2=O)C[C@@H](OCCCCO)O1)N1CCN(Cc2ccc3c(c2)OCO3)CC1
assay / compound,9,10,11,12,13,14,15,16
Pol beta inh,33%,7.1µM*,21%,.,72%,10%,-2%,18%
Apoferritin bind,-4%,3%,-9%,78%[activator],-13%,-15%,8%,-21%
Pol kappa inh,-7%,?,.,4.7µM*,6%,-7%,-3%,-10%
APEX1 inh,2%,-6%,6%,?,10%,2%,.,0%
POLH inh,-6%,?,.,.,-16%,3%,5%,-11%
RXFP1 antag,0,-20,.,.,-13,6,-3,.
Pol iota inh,2%,16µM*,.,.,-9%[58.9 µM],64%[activator],14%,-11%
Tb PGK inh,-7%,-1%,.,.,19%,-3%,9%,-4%
BLM inh,4%,0%,-6%,-8%,-1%,-8%,-6%,-2%

17. COc1cc(C(=O)N2CCN(CCCc3ccccc3)CC2)cc(OC)c1OC
18. CC1=NN(C(=O)c2ccccc2F)C(O)(c2ccc(Cl)cc2)C1 (stereo not drawn)
19. CCCCC(=O)NC(Nc1cc(C)ccn1)(C(=O)OCC)C(F)(F)F (stereo not drawn)
20. CCS(=O)(=O)c1nc(S(=O)(=O)c2ccc(C)cc2)c(NCc2ccc(Cl)cc2)s1
21. Cc1ccc(NC(=O)CSc2nccn2Cc2ccco2)c(C)c1
22. COc1ccc(CCNC(=O)CCCn2c(=O)c3ccccc3n(CC(=O)Nc3cccc(C)c3)c2=O)cc1OC
23. O=C(CSc1nnc(-c2cccnc2)n1C1CCCCC1)NC1CCCCC1
24. COC(=O)C1CCN(S(=O)(=O)c2cn(C)c(=O)n(C)c2=O)CC1
assay / compound,17,18,19,20,21,22,23,24
Pol beta inh,.,30%,24%,22%,-1%,2%,-1%,-5%
Apoferritin bind,.,-12%,-13%,-3%,-7%,49%[activator],-9%,5%
Pol kappa inh,4%,-18%,2%,-2%,13%,1%,-8%,1%
APEX1 inh,.,20%,4%,.,13%,.,2%,-2%
POLH inh,-2%,-13%,-16%,-3%,-20%,-13%,-9%,-9%
RXFP1 antag,6,-8,-8,-11,8,.,5,7
Pol iota inh,98%[activator],-1%,16%,?,43%[activator],-4%,-11%,11%
Tb PGK inh,0%,-2%,1%,-2%,-9%,-5%,1%,7%
BLM inh,.,-7%,-6%,-7%,-2%,-10%,0%,3%

25. O=C(NCC1CCCO1)C1CCN(C(=O)c2ccc(Br)cc2)CC1 (stereo not drawn)
26. CCc1ccc(NC(=O)C2CCCN(S(=O)(=O)c3ccc4c(c3)CCCN4C(C)=O)C2)cc1 (stereo not drawn)
27. CCOc1ccc(N2C(=O)S/C(=C\c3ccc(O)c(OCC)c3)C2=O)cc1
28. CC(C)=CCc1c2c(c3occ(-c4ccc(O)c(O)c4)c(=O)c3c1O)C=CC(C)(C)O2
29. COCCCNC(=O)COc1ccc(S(=O)(=O)Nc2ccccc2)cc1
30. CCOc1ccc(CNS(=O)(=O)c2ccc3[nH]c(=O)ccc3c2)cc1
31. Cc1[nH]n(-c2ccccc2)c(=O)c1C=NCc1ccco1
32. CC(=O)Nc1ccc(NC(=O)CCCc2nc(-c3ccc(C(C)(C)C)cc3)no2)cc1
assay / compound,25,26,27,28,29,30,31,32
Pol beta inh,2%,25%&-8%,1%,.,7%,17%,1%,28%
Apoferritin bind,-7%,-13%&5%,-2%,.,-1%,-5%,-7%,-9%
Pol kappa inh,1%,7%,-4%,?,-4%,-5%[60.1 µM],.,1%
APEX1 inh,-1%,2%,-5%,-6%,-3%,.,-2%,.
POLH inh,-3%,-9%&-8%,?,?,-6%,-13%,.,-7%
RXFP1 antag,-4,1&-12,0,-34,-5,.,.,-13
Pol iota inh,53%[activator],12%&1%,?,?,4%,-3%,.,23%
Tb PGK inh,.,-1%&5%,0%,-1%,5%,3%,.,i
BLM inh,-9%,-5%&-6%,-9%,-15%,-2%,-3%,0%,-3%

33. COC(=O)c1cc(NC(=O)c2ccc(OC)cc2)c(=O)oc1C
34. COc1cccc(C(=O)Nc2ccc(NC(=O)c3ccco3)c(Cl)c2)c1
35. O=S(=O)(Nc1ccccc1)c1ccc(S(=O)(=O)N2CCCC2)cc1
36. O=C1N=C(O)CN1/N=C\c1ccc(-c2ccc([N+](=O)[O-])cc2)o1
37. O=C(c1cc(Cl)cc(Cl)c1)N1CCOCC1
38. COc1ccc(NC(=O)CN(C)C(=O)CCCc2c[nH]c3ccccc23)cc1
39. COC(=O)C(C)NC(=O)C12CC3CC(CC(C3)C1)C2 (stereo not drawn)
40. Cc1ccccc1NC(=O)c1ccc(CN2CCC(Cc3ccccc3)CC2)cc1
assay / compound,33,34,35,36,37,38,39,40
Pol beta inh,21%,-3%,.,.,0%,.,21%,-2%
Apoferritin bind,-3%,-5%,.,-5%[29.3 µM],-2%,.,-1%,?
Pol kappa inh,-2%,7%,-6%,-8%[19.4 µM],4%,-4%,-10%,-5%
APEX1 inh,8%,2%,-2%,-11%,-4%,28%,2%,-2%
POLH inh,-9%,1%,-8%,.,-16%,-3%,-16%,-6%
RXFP1 antag,3,6,3,.,-14,-8,4,?
Pol iota inh,296%[activator],?,4%,.,-3%[58.9 µM],21%,12%,11%
Tb PGK inh,-7%,-6%,9%,.,-6%,-11%,7%,-3%
BLM inh,-7%,-1%,.,-5%,-1%,.,0%,-2%

41. CNC(=O)c1ccccc1Sc1cccc2cccc(C(=O)O)c12
42. COc1ccccc1N=C1SC(C(=O)Nc2cccc(Cl)c2Cl)C(N)=C1C(N)=O (stereo not drawn)
43. CC(C)NS(=O)(=O)c1ccc(CCC(=O)NCc2ccco2)cc1
44. COc1ccc(C=CC(C)=NNC(=O)c2ccncc2)cc1
45. Cc1nn(-c2ccccc2)c(C)c1C(=O)OCC(=O)Nc1ccccc1
46. COc1ccc(OC)c(C(C)NC(=O)c2ccco2)c1 (stereo not drawn)
assay / compound,41,42,43,44,45,46
Pol beta inh,7%,?,-16%,.,.,6%
Apoferritin bind,5%,0%,3%,.,.,-10%
Pol kappa inh,-3%,-3%,-3%,-4%,-2%,-11%[60.1 µM]
APEX1 inh,9%,-1%,-2%,.,10%,-7%
POLH inh,-12%,-11%,-1%,-16%,-16%,-4%
RXFP1 antag,-5,-19,-3,-23,3,4
Pol iota inh,-23%,74%[activator],49%[activator],35%[activator],12%,13%
Tb PGK inh,-4%,-5%,7%,i,-4%,-6%
BLM inh,-1%,-6%,-3%,.,.,-2%
